Screening results deposited in PubChem by National Center for Advancing Translational Sciences (NCATS).
BAZ2B block = blocks human BAZ2B; 360,000 compounds, 4.4% hits; AID 504333; Q9UIF8; AlphaScreen BAZ2B-H3K14Ac peptide displacement; Potency, µM (titrated, usually from 114 µM), for the others: top-dose activity change, negative = inhibition, hits mostly inhibitors; further: potency means the concentration at half of the fitted maximal effect; on the % scale 0 is the no-effect control and ±100 the full control effect; nearly all actives have a fitted effect of over 60% in size
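BAZ2B (50 nM) with biotin-H3(5-23)K14Ac peptide (50 nM) in PBS pH 7.4, 0.01% Tween-20, preformed 30 min, then compound 30 min at room temperature; top concentration 110uM. AlphaScreen streptavidin donor/nickel chelate acceptor beads (10 ug/mL final), 20 min dark, signal read.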
PI4K2A block = blocks human PI4K2A kinase activity; purified PI4K2A, ADP-Glo luminescence, 1 h; stronger effect = lower value; Q9BTU6; activity change, negative = inhibition, % at 76.9 µM; 420,000 compounds, 0.13% hits; in the data active means activity change below about -50%; inconclusive means mostly about -30% to -49%;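 further: -100% = wells without enzyme as full effect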
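In this quantitative HTS, ADP production by PI4K2A was quantified luminescently after 1 h at ambient temperature; 100 microM adenosine served as plate-quality control.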
ERG-DNA inh = blocks human ERG Ets domain binding to DNA. fluorescence polarization, His-ERG Ets domain / labelled DNA. 370,000 compounds, 0.028% hits. Potency, µM (highest dose often 76.9 µM), for inactives: top-dose FP activity, negative = inhibition, actives largely listed as inhibitors; active means well fitted inhibition curve with a large enough effect in the polarisation, with a control signal flat; inconclusive means small, poorly fitted or top-dose-only effect, or effect the other way, or a change in a side signal; inactive means no such curve, though single readings can be large or run the other way; the % refers to the polarisation;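 further: polarization taken with two DNA probes labelled with fluorescein and Texas red; potency means the concentration at half of the fitted maximal effect; % of control where 0% means no effect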
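His-tagged ERG Ets domain (1 uM in the protein solution; 300mM KCl, 50mM Tris-HCl, 1mM EDTA, 1mM DTT, pH 7.5) received compound, then a probe mix of 5 nM fluorescein-DNA and 100nM Texas-615-DNA. Fluorescence polarization was read for both dyes.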
G9a block = G9a (human) methyltransferase inhibition. Q96KQ7. 350,000 compounds, 8.8% hits. G9a H3K9 monomethylation, AlphaScreen, 2 h. AID 504332. Potency, µM (highest dose often 102 µM), without a hit: top-dose activity, negative = inhibition, hits mostly inhibitors; further: potency means the concentration at half of the fitted maximal effect; on the % scale 0 is the no-effect control and ±100 the full control effect; nearly all actives have a fitted effect of over 75% in size
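G9a (20 nM) was preincubated 15 min with compound, then reacted 2 h at room temperature with 500 nM biotin-H3K9 peptide and 20 µM SAM. Monomethyl-H3K9 detected by AlphaScreen using anti-H3K9me1 antibody.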
GLS inhibitor = inhibitors of human glutaminase (GLS). O94925. AID 624170. Potency, µM (doses to about 45.5 µM), without a hit: at the highest dose activity change, negative = inhibition, usual class: inhibitors. 410,000 compounds, 0.21% hits. GLS enzymatic activity, qHTS titration; further: potency means the concentration at half of the fitted maximal effect; on the % scale 0 is the no-effect control and ±100 the full control effect
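Assay buffer: 45 mM KH2PO4 pH 8.2, 0.02% Tween-20. hKGA acts on L-glutamine (1 mM solution added); product glutamate is reported by an oxidase/peroxidase Amplex Red coupling, with fluorescence taken at baseline and 30 min.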
RGS4 inhibitor = human RGS4 inhibition; P49798; Transcreener GDP fluorescence polarization, RGS4-accelerated GTP hydrolysis; Potency, µM (titrated, usually from 114 µM), inactives show at the highest dose activity change, negative = inhibition, most hits filed as inhibitors; 390,000 compounds, 0.039% hits; further: potency means the concentration at half of the fitted maximal effect; on the % scale 0 is the no-effect control and ±100 the full control effect; nearly all actives have a fitted effect of over 75% in size; some results filed as inactive show a strong effect at the top dose
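MLSMR compounds (23 nl, pin-transferred) preincubated 10 min at room temperature with a 500nM (2x) first reagent, then RGS4 at 900nM (2x) plus Transcreener GDP mix added; fluorescence polarization (620/688 nm) read before and after 90 min at 30 °C.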
HP1b binding inh = inhibitors of HP1-beta chromodomain binding to methylated histone tails | Potency, µM (doses to about 114 µM), for the others: at the highest dose activity change, negative = inhibition, actives largely listed as inhibitors | P83916 | AlphaScreen HP1-beta / biotin-H3K9me3 peptide binding | 390,000 compounds, 0.56% hits; further: potency means the concentration at half of the fitted maximal effect; nearly all actives have a fitted effect of over 70% in size; inactives centre near 23
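HP1-beta protein (50 nM final) preincubated 30 min at room temperature with biotinylated H3(1-18)K9me3 peptide (50 nM) in PBS pH 7.4, 0.01% Tween-20, then compound added for 30 min. AlphaScreen streptavidin donor/nickel chelate acceptor beads (10 ug/mL final), 30 min dark, luminescence read.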
12-LOX inh = ALOX12 (human) lipoxygenase inhibition; P18054; purified 12hLO, xylenol orange hydroperoxide absorbance; Potency, µM (highest dose often 108 µM), without a hit: top-dose activity change, negative = inhibition, most hits filed as inhibitors; 580,000 compounds, 1.1% hits; further: potency means the concentration at half of the fitted maximal effect; on the % scale 0 is the no-effect control and ±100 the full control effect
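Purified human 12hLO at 150 nM in 25 mM Hepes, 0.01% Triton X-100, pH 7.0, preincubated 15 min at room temperature with compound. Reaction started with 40 uM arachidonic acid, 30 min at room temperature. Hydroperoxide measured by Fe-xylenol orange, 573/405 nm absorbance ratio.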
JMJD2A Tudor inh = JMJD2A Tudor domain (human) inhibition | O75164 | AlphaScreen JMJD2A-Tudor / H3K4me3 peptide binding | Potency, µM (doses to about 114 µM), for inactives: top-dose activity change, negative = inhibition, hits mostly inhibitors | 390,000 compounds, 4.4% hits | AID 504339; further: potency means the concentration at half of the fitted maximal effect; on the % scale 0 is the no-effect control and ±100 the full control effect; nearly all actives have a fitted effect of over 50% in size
Target sequence (O75164 whole entry, looked up, the tested form may be a part): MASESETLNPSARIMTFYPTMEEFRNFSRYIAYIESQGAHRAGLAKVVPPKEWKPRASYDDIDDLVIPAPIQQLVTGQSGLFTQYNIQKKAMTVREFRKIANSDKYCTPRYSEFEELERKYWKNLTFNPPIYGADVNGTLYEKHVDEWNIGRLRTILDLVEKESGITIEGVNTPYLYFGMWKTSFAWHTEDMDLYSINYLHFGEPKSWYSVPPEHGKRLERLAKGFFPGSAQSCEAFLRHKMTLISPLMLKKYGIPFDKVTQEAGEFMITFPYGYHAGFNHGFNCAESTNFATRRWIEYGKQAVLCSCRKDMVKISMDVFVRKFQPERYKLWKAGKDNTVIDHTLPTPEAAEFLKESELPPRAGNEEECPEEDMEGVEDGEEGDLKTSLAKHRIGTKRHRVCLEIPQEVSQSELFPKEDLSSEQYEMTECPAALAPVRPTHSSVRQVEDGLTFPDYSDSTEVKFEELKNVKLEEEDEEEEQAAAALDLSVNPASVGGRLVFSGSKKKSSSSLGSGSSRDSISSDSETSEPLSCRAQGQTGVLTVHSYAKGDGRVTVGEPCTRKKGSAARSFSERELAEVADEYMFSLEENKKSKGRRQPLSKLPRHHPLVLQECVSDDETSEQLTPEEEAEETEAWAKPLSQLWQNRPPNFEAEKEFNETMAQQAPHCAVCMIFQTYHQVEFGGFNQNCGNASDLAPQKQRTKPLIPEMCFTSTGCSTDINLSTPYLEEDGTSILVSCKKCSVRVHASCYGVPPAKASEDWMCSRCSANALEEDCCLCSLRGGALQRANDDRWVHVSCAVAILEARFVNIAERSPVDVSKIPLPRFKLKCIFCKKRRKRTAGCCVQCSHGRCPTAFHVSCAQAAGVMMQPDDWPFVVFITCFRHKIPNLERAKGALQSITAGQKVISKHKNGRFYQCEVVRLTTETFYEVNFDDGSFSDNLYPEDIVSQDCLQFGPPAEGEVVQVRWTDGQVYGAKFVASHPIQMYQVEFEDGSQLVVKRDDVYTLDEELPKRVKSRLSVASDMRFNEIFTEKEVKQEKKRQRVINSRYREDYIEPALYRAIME
* hit, by the source's call; i = inactive; u = inconclusive; x = not tested or not shown; & = joins results of further samples; [ ] = another dose, or the depositor's remark. Unless noted, the call rests on the fitted dose curve; in most records, active means well fitted curve in the direction sought with a large enough effect; inconclusive means small, poorly fitted or top-dose-only effect, or another doubt; inactive means no such curve, though single readings can be large; an effect the other way counts as inactive or inconclusive. This is a subset (hit frequency here may not be typical).

#1 O=C(COC(=O)c1ccccc1NC(=O)c1ccccc1)c1cccc([N+](=O)[O-])c1
#2 CC(=O)Nc1ccc(C23CC4CC(CC(C4)C2)C3)cc1
#3 Cc1cc(C)c2[nH]c(=O)c(CN(CC3CCCO3)C(=S)Nc3ccccc3)cc2c1 (stereo unspecified)
#4 COc1ccc(Cl)cc1NC(=O)CSc1cccc[n+]1[O-]
#5 O=C(CSc1nnc(SCc2ccccc2Cl)s1)N/N=C/c1c[nH]c2ccccc12
#6 Cc1nn(-c2ccccc2)nc1C(=O)OCC(=O)N1CCCCC1C (stereo unspecified)
#7 Cc1cccc(NC(=O)C2CCN(S(=O)(=O)c3cccs3)CC2)c1
#8 CCCC(O)(c1ccc(Br)cc1)C(CN1CCOCC1)c1ccc(Cl)cc1 (stereo unspecified)
#9 CN(C)c1ccc(C(=O)OCC(=O)Nc2ccc(S(N)(=O)=O)cc2)cc1
#10 COc1ccc(NC(=O)CNS(=O)(=O)c2ccc(Cl)cc2)cc1OC
entry no. | 1 | 2 | 3 | 4 | 5 | 6 | 7 | 8 | 9 | 10
BAZ2B block | -33% | -1% | 9% | x | 13% | x | u | -23% | x | -6%
PI4K2A block | 3 | 0 | 6 | 2 | -1 | 5 | 2 | -7 | -20 | 3
ERG-DNA inh | 0% | 4% | -16% | 2% | -6% | -15% | -4% | 3% | 8% | 8%
G9a block | u | u | 20%[59 µM] | x | 15% | x | 9% | -11% | u | -12%
GLS inhibitor | -16% | -3% | 1% | -2% | 0% | 1% | -1% | 19% | -2% | 21%
RGS4 inhibitor | -21% | -27% | -16% | 2% | -15% | -15% | 9%[11.4 µM] | 7% | u | 10%
HP1b binding inh | 31% | 3% | 19% | 0% | 28% | 18% | -9% | 22% | u | 17%
12-LOX inh | -25% | -26% | -7% | 14% | -23% | 412%[activator] | -2% | u | 59%[activator] | 2%
JMJD2A Tudor inh | 1% | -23% | -11% | -9% | -32% | -11% | -19%[57.1 µM] | -23% | 56µM* | -13%

#11 CNC[C@@H]1Oc2ccc(NS(=O)(=O)c3ccc(Cl)cc3)cc2C(=O)N([C@H](C)CO)C[C@@H]1C
#12 COc1ccc(CN2CCN(C(=O)c3cc(OC)c(OC)c(OC)c3)CC2)cc1OC
#13 O=C(NNC(=S)NCc1ccccc1)c1ccccc1OC(F)F
#14 C=COC(=O)c1sc2nc(C)cc(C)c2c1N
#15 Cc1ccc(C(C(=O)NC2CCCC2)N(CCCO)C(=O)Cn2nnc(-c3ccc(C)o3)n2)cc1 (stereo unspecified)
#16 CCO/N=C(\N)c1[nH]ncc1Br
#17 CCC(=O)OC1(C(C)=O)CCC2C3CCC4=CC(=O)CCC4(C)C3CCC21C (stereo unspecified)
#18 CCCCc1c(O)nc(SCC(=O)Nc2cccc3ccccc23)n(-c2ccccc2OC)c1=O
#19 Cc1cccc(C(=O)N2CCN(c3ccccn3)CC2)c1
#20 CCOc1cc(C#N)c(NC(=O)c2cccc(S(=O)(=O)N3CCOCC3)c2)cc1OCC
entry no. | 11 | 12 | 13 | 14 | 15 | 16 | 17 | 18 | 19 | 20
BAZ2B block | x | u | 10% | 0% | -3% | 1% | x | -20% | 3% | u
PI4K2A block | 1 | 10 | -5 | -1 | 0 | -2 | 4 | 5 | 1 | -1
ERG-DNA inh | 16% | 2% | -3% | -10% | 15% | -5% | 11% | 1% | -12% | -3%
G9a block | x | 10µM* | u | -8% | 8% | x | x | x | -33%[59 µM] | -42%[59 µM]
GLS inhibitor | 11% | 3% | 2% | -10% | 4% | 17% | -1% | -1% | -5% | 0%
RGS4 inhibitor | -1% | -8% | -11% | -2% | 5% | 15% | 1% | -2% | -5% | 13%
HP1b binding inh | 22% | -52% | 40%[activator] | 31% | -8% | 22% | 36% | 12%[57 µM] | 32%[activator] | 20%
12-LOX inh | u | -14% | -20% | -31% | -51% | 0% | 1% | 2% | 1% | -2%
JMJD2A Tudor inh | -27% | 2.5µM* | -10% | 0% | -26% | -4% | -14% | -23% | 2% | -8%

#21 Cc1ccc(C)c(N2CCN(CC(=O)Nc3ccc4[nH]c(=O)[nH]c4c3)CC2)c1
#22 Clc1ccc(OCCNCCc2ccccc2)cc1
#23 COc1ccc(C2CCCN2C(=S)Nc2cccc(C)c2)cc1OC (stereo unspecified)
#24 Cc1nnc(SC(C)C(=O)N(C)C2CCCCC2)n1N (stereo unspecified)
#25 Cc1nnc(SCC(=O)Nc2ccc3c(c2)OCO3)s1
#26 Cc1ccc(SCC(=O)Nc2cc(S(=O)(=O)N3CCCCC3)ccc2C)cc1
#27 CC(Oc1cccc([N+](=O)[O-])c1)C(=O)NCCC1=CCCCC1 (stereo unspecified)
#28 O=C(Nc1ccc(Nc2ccccc2)cc1)c1c(Cl)cccc1Cl
#29 CCN1/C(=C/c2ccc3cc(C)cc(C)c3[n+]2CC)Sc2cc(C)ccc21
#30 CC(C)Cn1cc(C(=O)N2CCN(c3ccccn3)CC2)c2c3ccccc3n(C)c2c1=O
entry no. | 21 | 22 | 23 | 24 | 25 | 26 | 27 | 28 | 29 | 30
BAZ2B block | 3% | -5% | -1% | -3% | -4% | x | 1% | x | u | u
PI4K2A block | 3 | -2 | -22 | 1 | -2 | -3 | 0 | 2 | -11 | -1
ERG-DNA inh | -3% | -11% | -2% | -6% | 0% | 0% | -3% | 8% | 180%[activator] | -3%
G9a block | 1%[59 µM] | u | -31% | u | -6% | x | -9%[12.7 µM] | x | 16µM* | u
GLS inhibitor | 0% | -11% | 7% | 3% | -3% | -11% | 5% | 2% | -1% | 3%
RGS4 inhibitor | 1% | -6% | -2% | 10% | 14% | 0% | 3% | -5% | u | 11%
HP1b binding inh | 46%[activator] | 47%[activator] | 24% | 31% | 22% | 42%[activator] | 23% | u | u | 11%
12-LOX inh | 25% | u | 0% | 244%[activator] | -18% | -3% | 1% | i | 40µM* | 2%
JMJD2A Tudor inh | -14% | 1% | -14% | -12% | -9% | -3% | -6% | u | 16µM* | u

#31 Clc1ccc(-c2ccc(-c3nn4c(-c5ccco5)nnc4s3)o2)cc1
#32 O=C1CN(S(=O)(=O)c2ccccc2Cl)CCN1
#33 COc1ccc(C(=O)c2ncc(C(F)(F)F)cc2Cl)cc1
#34 O=C(Nc1sc2c(c1C(=O)Nc1cccc(Cl)c1)CCCC2)c1cccs1
#35 NS(=O)(=O)c1ccc(N=Nc2c(=O)[nH]n3c(=O)c4c([nH]c23)CCCC4)cc1
#36 O=C(NNC(=O)c1ccccc1Cl)c1cccnc1
#37 CCOc1ccc(N(CC)C(=O)c2nn(-c3ccc(OC)cc3)c(=O)c3c2c2ccccc2n3C)cc1
entry no. | 31 | 32 | 33 | 34 | 35 | 36 | 37
BAZ2B block | x | 5% | 7% | -35% | 28µM* | 6% | -3%
PI4K2A block | 0 | -1 | -3 | -2 | 7 | 0 | 0&-4
ERG-DNA inh | -9% | 4% | -20% | 4% | 1% | -1% | 0%&-9%
G9a block | x | 8%[0.501 µM] | 8% | 1.6µM* | x | 2% | 12%
GLS inhibitor | 0% | -3% | -2% | -10% | u | -10% | -6%&-1%
RGS4 inhibitor | -30% | 3% | u | u | -12% | -22% | -18%[11.4 µM]
HP1b binding inh | -2% | 33% | 5% | -19% | -31% | 30% | -12%&14%
12-LOX inh | u | -3% | -10% | 45µM* | u | u | -11%&-8%
JMJD2A Tudor inh | u | -8% | u | 71µM* | -36% | 9% | -35%&-14%

Full records from above. Screens in order: BAZ2B block	PI4K2A block	ERG-DNA inh	G9a block	GLS inhibitor	RGS4 inhibitor	HP1b binding inh	12-LOX inh	JMJD2A Tudor inh
Shown for O=C(NNC(=O)c1ccccc1Cl)c1cccnc1 → 6%	0	-1%	2%	-10%	-22%	30%	u	9%
Shown for CCOc1ccc(N(CC)C(=O)c2nn(-c3ccc(OC)cc3)c(=O)c3c2c2ccccc2n3C)cc1 → -3%	0&-4	0%&-9%	12%	-6%&-1%	-18%[11.4 µM]	-12%&14%	-11%&-8%	-35%&-14%
Shown for COc1ccc(C(=O)c2ncc(C(F)(F)F)cc2Cl)cc1 → 7%	-3	-20%	8%	-2%	u	5%	-10%	u
Shown for NS(=O)(=O)c1ccc(N=Nc2c(=O)[nH]n3c(=O)c4c([nH]c23)CCCC4)cc1 → 28µM*	7	1%	x	u	-12%	-31%	u	-36%
Shown for O=C1CN(S(=O)(=O)c2ccccc2Cl)CCN1 → 5%	-1	4%	8%[0.501 µM]	-3%	3%	33%	-3%	-8%
